HDAC3 inhib – inhibitors of human histone deacetylase 3 | AID 2718 | inhibition, % at 8.3 µM | 320,000 compounds, 0.15% hits | O15379 | recombinant HDAC3, fluorogenic peptide/trypsin coupled, fluorescence; in the data active = inhibition above about 26%, passing the limit was not always enough; inconclusive = no clear call, values can overlap the other calls
Target sequence (O15379 whole entry, looked up): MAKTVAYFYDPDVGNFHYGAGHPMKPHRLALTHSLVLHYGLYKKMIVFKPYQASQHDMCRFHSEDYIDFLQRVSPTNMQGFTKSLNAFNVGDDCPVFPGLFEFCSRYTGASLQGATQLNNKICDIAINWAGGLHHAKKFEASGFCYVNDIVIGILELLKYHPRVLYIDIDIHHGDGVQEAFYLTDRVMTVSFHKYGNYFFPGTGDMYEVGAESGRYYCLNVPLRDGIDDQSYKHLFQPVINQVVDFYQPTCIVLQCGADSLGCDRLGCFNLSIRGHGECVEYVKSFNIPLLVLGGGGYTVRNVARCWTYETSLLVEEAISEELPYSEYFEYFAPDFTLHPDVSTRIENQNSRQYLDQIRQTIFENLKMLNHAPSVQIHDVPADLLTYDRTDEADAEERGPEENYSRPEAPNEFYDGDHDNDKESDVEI
Starred values were filed as active, the others as inactive; ? = inconclusive.

| no. | canonical_smiles | HDAC3 inhib |
| --- | --- | --- |
| 1 | COc1ccc(NS(=O)(=O)c2ccc(OC)c(NC(=O)CNC(=O)c3ccc(OC)cc3)c2)cc1 | 6 |
| 2 | CCOC(=O)c1cc(-c2ccccc2C)n(CC2CC(c3cccc([N+](=O)[O-])c3)=NO2)n1 (stereo not drawn) | 6 |
| 3 | O=C(NCC1COc2ccccc2O1)c1ccc(Cl)c(S(=O)(=O)N2CCOCC2)c1 (stereo not drawn) | 2 |
| 4 | O=C(CC1SC(N2CCOCC2)=NC1=O)Nc1cccc(C(F)(F)F)c1 (stereo not drawn) | -11 |
| 5 | CC(Sc1nnc(C2CC2)n1C1CC1)C(=O)Nc1ccccc1C#N (stereo not drawn) | 7 |
| 6 | CN1CCN(C(=O)CNC(=O)C23CC4CC(CC(C4)C2)C3)CC1 | 5 |
| 7 | Nc1c(C(=O)CSc2nccn2-c2cccc(F)c2)c(=O)[nH]c(=O)n1C1CC1 | -9 |
| 8 | CCc1ccc(NC(=O)C(C)OC(=O)CN2C(=O)NC3(CCCC3)C2=O)cc1 (stereo not drawn) | -1 |
| 9 | NS(=O)(=O)c1ccc(CCNS(=O)(=O)c2ccc(Cl)s2)cc1 | -1 |
| 10 | COc1cccc2c1oc1c(SCc3nc4ccccc4[nH]3)nc(C)nc12 | 3 |
| 11 | COc1cc(NC(=O)[C@H]2CCCN2S(=O)(=O)c2cccc3cccnc23)cc(OC)c1OC | -9 |
| 12 | Cc1cccc(OCCCC(=O)NNC(=O)c2cccc(N(C)C)c2)c1 | -4 |
| 13 | Cc1c(Cl)cnc(NC(=O)COC(=O)C2CC2)c1Cl | -7 |
| 14 | CCC1(c2ccc(Cl)cc2)NC(=O)N(CC(=O)N2CCN(C(=O)c3ccco3)CC2)C1=O (stereo not drawn) | 3 |
| 15 | COCCN(C(=O)c1ccc(N2CCCC2=O)cc1)c1c(N)n(CC(C)C)c(=O)[nH]c1=O | 1 |
| 16 | CCOC(=O)[C@@H]1[C@H]2COc3cc(OC)ccc3[C@H]2N2C(=O)N(c3ccccc3)C(=O)[C@]12C | 12 |
| 17 | CN(c1ccccc1)S(=O)(=O)c1ccc(C(=O)NCc2ccc(F)cc2)cc1 | -4 |
| 18 | COc1ccccc1CCC(=O)Nc1ccc(OC)c(S(=O)(=O)N2CCCCC2)c1 | 13 |
| 19 | COc1ccc(-c2cc3cc(OC)c(OC)cc3cn2)cc1 | -20 |
| 20 | CC(=O)Nc1ccc(S(=O)(=O)Nc2nc3ccccc3nc2N2CCOCC2)cc1 | 0 |
| 21 | CCN1CCN(c2ccc(NC(=O)c3ccc(OC)c(S(=O)(=O)N4CCCC4)c3)cc2)CC1 | 4 |
| 22 | CCN(C[C@H]1N[C@@](C)(C(=O)OC)[C@H]2C(=O)N(C)C(=O)[C@@H]12)C(=O)c1ccc(C)cc1 | 1 |
| 23 | Cc1cnc(C(=O)OCC(=O)Nc2ccc(C)c(S(=O)(=O)N3CCOCC3)c2)cn1 | -1 |
| 24 | CCOC(=O)c1c(C)[nH]c(C(=O)COC(=O)Cn2cc(C(F)(F)F)ccc2=O)c1C | 3 |
| 25 | Cc1ccc(S(=O)(=O)N2CCOCC2)cc1NC(=O)COc1cccc(-n2cnnn2)c1 | 1 |
| 26 | COc1ccc(-c2sc3cc4c(cc3c2C#Cc2ccc(N)cc2)OCO4)cc1 | -45 |
| 27 | C=CC[C@@H](CC(=O)NCCO)C(=O)N[C@H](COC(=O)[C@@H](CC=C)Cc1ccc(F)cc1)Cc1c[nH]c2ccccc12 | 6 |
| 28 | O=C(Cc1c(Cl)cccc1Cl)OCC(=O)N1CCOCC1 | -5 |
| 29 | COc1ccc(S(=O)(=O)N(C)C[C@H]2Oc3ccc(NS(=O)(=O)c4ccc(F)cc4)cc3C(=O)N([C@H](C)CO)C[C@@H]2C)cc1 | -9 |
| 30 | COc1ccc2c(c1)CCCC21NC(=O)N(CC(=O)NCc2cccs2)C1=O (stereo not drawn) | -1 |
| 31 | COc1cccc(CCC(=O)Nc2cc3c(cc2C(=O)O)OCCCO3)c1OC | -2 |
| 32 | CC1CCCN(CC(=O)NC(=O)NC2CCCCC2)C1 (stereo not drawn) | -3 |
| 33 | CCCCC1(Br)C(=O)N(c2ccccc2)N(c2ccccc2)C1=O | 6 |
| 34 | CC1(c2ccc(Cl)cc2Cl)NC(=O)N(CC(=O)N2CCN(C(=O)c3ccco3)CC2)C1=O (stereo not drawn) | 0 |
| 35 | COc1ccc(-c2ccc3c(c2)S(=O)(=O)c2cccc(C(=O)NC4CCCCC4)c2C3=O)cc1OC | 3 |
| 36 | CCOc1ccc(S(=O)(=O)N2CCCCC2)cc1NC(=O)CN1C(=O)NC(C)(C2CC2)C1=O (stereo not drawn) | -1 |
| 37 | Cc1cccc(N2CCN(C(=O)CSc3nnnn3C3CC3)CC2)c1C | 1 |
| 38 | CN(C(=O)CSc1nnc(Cc2ccccc2F)n1N)C1CCCCC1 | -4 |
| 39 | COc1ccc(S(N)(=O)=O)cc1C(=O)NNC(=O)CN(C)S(=O)(=O)c1ccc(Cl)cc1 | -2 |
| 40 | CC(=O)OC[C@]12CC[C@H]3[C@@](C)(CC[C@H]4C(C)(C)CCC[C@]34C)[C@@H]1C[C@@H](C1=CC(=O)O[C@@H]1OC(C)=O)O2 | 2 |
| 41 | O=C(CSc1nnc(-c2ccncc2)o1)Nc1ccc(F)c(F)c1 | -1 |
| 42 | C[C@@H](OC(=O)N1CCCCC1)[C@H]1O[C@]2(C)CCCC[C@H]1O2 | -2 |
| 43 | O=C(OCc1nnc(-c2ccccc2)o1)c1ccc([N+](=O)[O-])s1 | -3 |
| 44 | O=C(OCc1nnc(-c2cccs2)o1)C1=NN(c2ccccc2)C(=O)CC1 | 0 |
| 45 | O=C(Nc1ccc(Cl)cc1F)c1ccc2c(c1)C(=O)N(Cc1ccncc1)C2=O | -3 |
| 46 | CC(=O)c1cccc(NC(=O)CSc2nnc(-c3ccncc3)o2)c1 | -15 |
| 47 | CCC(C(=O)N1CCN(S(=O)(=O)c2sc(C(=O)O)c(C)c2C(=O)O)CC1)c1ccccc1 (stereo not drawn) | -6 |
| 48 | COc1ccc(-c2cn(CCC(=O)O)c(C)n2)cc1 | 0 |
| 49 | CC12CCC(=O)N1C(C(=O)N1CCN(c3cccc(Cl)c3)CC1)CS2 (stereo not drawn) | 3 |
| 50 | CC1CCN(C(=O)c2[nH]cnc2C(=O)NCc2ccc(CNC(=O)OC(C)(C)C)cc2)CC1 | -2 |
| 51 | COc1ccc(S(=O)(=O)N2CCN(C(C)C(=O)Nc3ccc(C(C)C)cc3)CC2)cc1 (stereo not drawn) | 12 |
| 52 | Cc1noc(C)c1NC(=O)N(C)C[C@H]1Oc2ccc(NC(=O)Cc3ccccc3)cc2C(=O)N([C@H](C)CO)C[C@@H]1C | 0 |
| 53 | Cn1ccc(NC(=O)c2ccc(Cl)cc2)n1 | 0 |
| 54 | COc1ccc2cc(CCOC3CCCCO3)ncc2c1 (stereo not drawn) | -5 |
| 55 | Cc1cc(=O)oc2cc(OCC(=O)N3CCN(c4ccccc4)CC3)ccc12 | -2 |
| 56 | CCOc1ccc(C(=O)COC(=O)CNC(=O)C2CCCCC2)cc1 | -2 |
| 57 | CS(=O)(=O)c1ccc(C(=O)OCC(=O)Nc2cccnc2Cl)cc1[N+](=O)[O-] | 1 |
| 58 | Cc1ccc(C)c(C(=O)CCC(=O)N2CCN(c3cccc(C(F)(F)F)c3)CC2)c1 | 8 |
| 59 | Cc1csc2nc(COC(=O)c3cccc(N(C)C)c3)cc(=O)n12 | 3 |
| 60 | O=C(Cc1cccc(NC(=O)C2CCCN(C(=O)C3CCCCC3)C2)c1)Nc1cccc(C(=O)N2CCCC2)c1 (stereo not drawn) | -2 |

Next section
| no. | canonical_smiles | HDAC3 inhib |
| --- | --- | --- |
| 61 | O=C(NNC(=O)c1cc(F)c(F)cc1Cl)c1ccc(NS(=O)(=O)c2cccs2)cc1 | 4 |
| 62 | O=C(CCS(=O)(=O)c1ccccc1F)Nc1ccc(N2CCN(Cc3ccccc3)CC2)cc1 | 0 |
| 63 | CCCc1cc(=O)[nH]c(SCC(=O)N2CC3(C)CC2CC(C)(C)C3)n1 (stereo not drawn) | -6 |
| 64 | Cn1c(SCC(=O)Nc2sccc2C#N)nnc1C1CC1 | 1 |
| 65 | C=CCC[C@H](Cc1ccc(F)cc1)C(=O)OC[C@H](Cc1c[nH]c2ccccc12)NC(=O)[C@@H](CC=C)CC(=O)N[C@H](CO)Cc1ccccc1 | 21 |
| 66 | Cc1ccc2c(c1)-n1c(nc3cc(F)ccc3c1=O)C(Cc1ccc(O)cc1)NC2=O (stereo not drawn) | 0 |
| 67 | COc1ccccc1CNC(=O)COC(=O)c1ccc([N+](=O)[O-])o1 | 1 |
| 68 | COc1cc(CC(=O)Nc2cccc(S(=O)(=O)N(C)c3ccccc3)c2)cc(OC)c1OC | -2 |
| 69 | O=C(CSc1nnc(NC2CC2)s1)Nc1ccc(N2CCOCC2)cc1 | -2 |
| 70 | O=C(CN1CCN(S(=O)(=O)c2cc(C(F)(F)F)ccc2Cl)CC1)N1CCc2ccccc2C1 | 0 |
| 71 | Cc1cccc(NC(=O)CN(C)CC(=O)NC(c2ccccc2)c2ccccc2)c1C | 1 |
| 72 | CC(c1ccc(F)cc1)n1cc(S(=O)(=O)N2CCCC2)ccc1=O (stereo not drawn) | 5 |
| 73 | O=C1OC[C@@H]2CCCN2C(=O)[C@H](CC(=O)N(CCO)Cc2ccccc2)C/C=C\C[C@H]1Cc1ccc(F)cc1 | 4 |
| 74 | CCNC(=O)N(CC)C[C@H]1N[C@@](C)(C(=O)OC)[C@H]2C(=O)N(C)C(=O)[C@@H]12 | 2 |
| 75 | O=C(Nc1cccc(S(=O)(=O)NC2=NCCC2)c1)c1cn(-c2ccccc2)nc1-c1ccc(F)cc1 | 19 |
| 76 | COc1ccc(-c2c(-c3cc(OC)cc(OC)c3)n(C)c3ccc(-c4cnc(N)nc4)cc23)cc1 | -6 |
| 77 | C#CCCc1cscc1/C=[N+](\[O-])c1ccc(C(=O)OCC)cc1 | -4 |
| 78 | CCOc1ccc(N2C(=O)C3CCCN3C2=S)cc1 (stereo not drawn) | 3 |
| 79 | COc1ccc(C(=O)Nc2cc(S(=O)(=O)N3CCCCC3)ccc2OC)cc1 | -1 |
| 80 | CCC1Nc2ncnc(N3CCCCC3)c2N(Cc2ccc(Cl)cc2)C1=O (stereo not drawn) | -3 |
| 81 | Cc1cc(NS(=O)(=O)c2ccc(NC(=O)c3ccccc3F)cc2)no1 | 8 |
| 82 | CC(Sc1cccc[n+]1[O-])C(=O)NC1CCCCC1C (stereo not drawn) | 2 |
| 83 | CCOc1ccc(NC(=O)CSc2nnc(C3CC3)n2C)cc1S(=O)(=O)N1CCCCC1 | 4 |
| 84 | CC(=O)c1ccc(N2CCN(S(=O)(=O)c3ccc4ccccc4c3)CC2)cc1 | -2 |
| 85 | O=C(COC(=O)c1ccc(S(=O)(=O)N2CCCC2)cc1)NCCc1ccc(F)cc1 | -1 |
| 86 | O=C(COC(=O)CN1C(=O)c2ccccc2C1=O)Nc1ccccc1[N+](=O)[O-] | -2 |
| 87 | O=C(NC(=S)N1CCCCC1CO)c1cccs1 (stereo not drawn) | 7 |
| 88 | O=C(Nc1cccc(S(=O)(=O)N2CCOCC2)c1)C1CC1 | 2 |
| 89 | O=C(COC(=O)c1cccc(S(=O)(=O)N2CCCCCC2)c1)Nc1ccccc1C(F)(F)F | 1 |
| 90 | Cc1ccccc1-c1cc(C(=O)NCc2cccc(Br)c2)nn1CC1CC(c2cccc([N+](=O)[O-])c2)=NO1 (stereo not drawn) | 1 |
| 91 | COc1cccc(C(=O)NCC(=O)OC(C)C(=O)NC23CC4CC(CC(C4)C2)C3)c1 (stereo not drawn) | -4 |
| 92 | CC1CCCCN1C(=S)NC(=O)c1cc(Br)ccc1Cl (stereo not drawn) | -1 |
| 93 | COc1ccc(Cl)cc1C(=O)NNC(=O)c1cc2ccccc2o1 | 0 |
| 94 | O=C(COC(=O)/C=C/c1ccccc1)NCCc1ccc(F)cc1 | -11 |
| 95 | C[C@]12c3[nH]c4ccccc4c3CCN1C(=O)C(CC(=O)NCc1ccco1)C[C@@H]2C(=O)N1CCCCC1 (stereo partly drawn) | -3 |
| 96 | O=C(CCNS(=O)(=O)c1ccc(Br)cc1)NCCCSc1ccccc1 | 17 |
| 97 | C[C@H](CO)N1C[C@H](C)[C@@H](CN(C)C(=O)Nc2ccc3c(c2)OCO3)Oc2c(NS(=O)(=O)c3cn(C)cn3)cccc2C1=O | -1 |
| 98 | COC(=O)c1cc2ccc(OC)cc2c2cc(OC)c(OC)cc12 | -8 |
| 99 | Cc1ccc(CNC(=O)COC(=O)c2cccc(S(=O)(=O)N3CCCCC3)c2)cc1 | 6 |
| 100 | COc1cccc(NC(=O)CN2C(=O)NC(C)(C3CC3)C2=O)c1 (stereo not drawn) | -6 |
| 101 | Cc1cccc(NC(=O)CCCN=C2NS(=O)(=O)c3ccccc32)c1C | ? |
| 102 | COc1ccc(C(=O)C(C)OC(=O)c2nc3nccc(C)n3n2)cc1 (stereo not drawn) | -6 |
| 103 | Cc1ccc(OCCNC(=O)CNC(=O)c2ccc(Cl)c([N+](=O)[O-])c2)cc1 | 1 |
| 104 | Oc1cncc(-c2cccnc2)c1 | 10 |
| 105 | C#CCOCCOCCOCCNc1nc(N2CCOCC2)nc(N2CCN(C(=O)[C@H](CC(N)=O)n3cc([C@@H](N)C(C)C)nn3)CC2)n1 | -1 |
| 106 | CN(C)Cc1ccc(CNC(=O)c2ccc(Cl)c(S(=O)(=O)NC3CC3)c2)cc1 | -2 |
| 107 | O=C(CNC(=O)c1ccc(Br)o1)OCc1ccc(Br)cc1 | 0 |

Not all compounds are listed; count on the stated rates, not on these rows.
